Screens from PubChem BioAssay.
DAX1 inh-1 – inhibitors of DAX1 repression of SF-1 activated StAR promoter; HEK293T StAR-luciferase reporter, SF-1/DAX-1 repression relief; 1.1% of 370,000 active; AID 652010; inhibition, % at 6.8 µM;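 active = inhibition above the mean over all tested compounds plus 3 SD, cut at about 3.6% in these data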;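 note: 0% = DAX-1 cells with DMSO and 100% = cells lacking DAX-1 with DMSO; higher inhibition means more luminescence from relief of DAX-1 repression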
hcDAF-12 act – activates DAF-12 receptor from parasite H. contortus; activation, % at 6.8 µM; HEK293 hcDAF-12 lit1-tk-luc reporter, luminescence; 0% DMSO, 100% Δ7-dafachronic acid; AID 652067; 1.4% of 370,000 active;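 active = activation above the mean of all tested compounds plus 3 SD, cut at about 5.5% in these data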;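 note: 100% = response to 3 µM Δ7-dafachronic acid high control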
FXN GAA850 act – increases GAA850 frataxin promoter reporter activity; HEK293 lucGAA850 FXN promoter luciferase reporter, 24 h; percent of 10 µM SAHA response; activation, % at 6 µM; 0.56% of 360,000 active;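 active = activation above the average of all compounds screened plus 3 SD, cutoff fixed separately per campaign, cut at about 7.5% in these data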;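 note: 0% = DMSO wells and 100% = 10 µM SAHA wells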
ADAM10 inh – ADAM10 inhibition, QFRET primary screen | O14672 | recombinant ADAM10, EDANS/DABCYL FRET peptide cleavage, 3 h | inhibition, % at 7 µM | 0.62% of 370,000 active | AID 720582;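 active = inhibition above a per-campaign cutoff equal to the mean of compounds falling between control-based bounds plus 3 SD, cut at about 20% in these data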;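 note: 0% = DMSO wells while the 100% control is not disclosed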
NPR2 activator – GC-B (human) receptor activation | P20594 | HEK293-GC-B cells, CNP EC30, cGMP TR-FRET; 0% at EC30 CNP, 100% saturating CNP | activation, % at 10 µM | 0.11% of 370,000 active | AID 1920062;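 active = activation at 10 µM reaching about 35% in either raw or pattern-adjusted values, limit read from the data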
GC-A act – GC-A (human) enzyme activation; P16066; activation, % at 10 µM; 0.14% of 370,000 active; HEK293 GC-A cells, cGMP TR-FRET, EC30 ANP; 0% at EC30 ANP, 100% saturating ANP; in the data active = activation above about 40%
Target sequence (P16066 whole entry, looked up): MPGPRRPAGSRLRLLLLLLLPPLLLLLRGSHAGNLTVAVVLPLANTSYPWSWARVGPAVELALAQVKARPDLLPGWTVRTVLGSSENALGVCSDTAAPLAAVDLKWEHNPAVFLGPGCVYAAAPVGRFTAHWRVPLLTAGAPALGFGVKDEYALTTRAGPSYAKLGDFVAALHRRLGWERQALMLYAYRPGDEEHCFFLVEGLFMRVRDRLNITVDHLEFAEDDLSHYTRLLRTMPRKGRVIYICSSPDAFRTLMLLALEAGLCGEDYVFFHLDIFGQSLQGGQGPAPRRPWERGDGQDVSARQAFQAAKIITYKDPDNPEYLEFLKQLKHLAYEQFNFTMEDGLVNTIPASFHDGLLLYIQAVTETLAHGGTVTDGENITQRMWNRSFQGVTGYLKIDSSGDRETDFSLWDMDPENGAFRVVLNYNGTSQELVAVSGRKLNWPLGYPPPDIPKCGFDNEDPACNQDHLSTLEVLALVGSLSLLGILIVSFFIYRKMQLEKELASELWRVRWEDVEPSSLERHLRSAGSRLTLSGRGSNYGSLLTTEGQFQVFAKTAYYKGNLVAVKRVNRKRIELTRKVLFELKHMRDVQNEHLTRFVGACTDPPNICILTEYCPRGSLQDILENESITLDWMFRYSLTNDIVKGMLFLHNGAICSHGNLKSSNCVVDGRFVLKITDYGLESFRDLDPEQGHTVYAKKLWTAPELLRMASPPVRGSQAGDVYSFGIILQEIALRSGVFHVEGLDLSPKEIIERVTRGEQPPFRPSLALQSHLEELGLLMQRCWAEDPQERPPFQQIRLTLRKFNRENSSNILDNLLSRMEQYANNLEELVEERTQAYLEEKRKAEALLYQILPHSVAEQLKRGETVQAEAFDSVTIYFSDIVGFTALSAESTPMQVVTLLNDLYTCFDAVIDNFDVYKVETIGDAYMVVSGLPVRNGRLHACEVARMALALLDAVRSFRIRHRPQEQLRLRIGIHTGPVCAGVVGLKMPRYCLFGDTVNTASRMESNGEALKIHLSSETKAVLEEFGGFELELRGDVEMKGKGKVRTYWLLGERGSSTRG
hgDAF-12 ag – agonists of H. glycines DAF-12 nuclear receptor | HEK293 GAL4-hgDAF12 UAS-luciferase reporter, agonist luminescence; normalized to butyrate control | activation, % at 6.8 µM | 1.8% of 370,000 active | AID 687014;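 active = activation above a cutoff set at the mean of all screened compounds plus 3 SD, cut at about 10% in these data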;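 note: 0% = DMSO wells and 100% = sodium butyrate wells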
DAX1 inh-2 – NR0B1 (DAX1) inhibition | P51843 | inhibition, % at 6.75 µM | AID 504766 | 0.99% of 340,000 active | HEK293 Gal4-DAX1 luciferase reporter, luminescence;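 active = inhibition above the mean over all tested compounds plus 3 SD, cut at about 4.2% in these data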;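 note: 0% = DAX1-transfected cells with DMSO and 100% = empty-vector control cells with DMSO; inhibition shows as a rise in luminescence from relieved DAX1 repression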
ssDAF12 agonist – activators of S. stercoralis DAF-12 nuclear receptor. HEK293 ssDAF-12/GRIP1 lit1-tk-luc reporter, luminescence; % of 3 µM dafachronic acid response. activation, % at 6.8 µM. 1% of 370,000 active;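 active = activation above the mean over all tested compounds plus 3 SD, cut at about 0.9% in these data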;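 note: 0% = DMSO-only wells and 100% = 3 µM delta7-dafachronic acid wells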
SMARCA2 activ – increases SMARCA2 function in MMTV reporter cells; MG213 cells, MMTV-luciferase reporter, dexamethasone, overnight; activation, % at 9.1 µM; 1% of 370,000 active; AID 652017; in the data active = activation above about 7.8%;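 note: 0% = vehicle wells and 100% = reference activator wells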
sPLA2-III inh – Inhibits HGIII-sPLA2 liposome hydrolysis, primary screen; QFRET BODIPY PC-A2 liposome hydrolysis, fluorescence; 0.56% of 370,000 active; inhibition, % at 12.2 µM; Q9NZ20;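 active = inhibition above mean plus 3 SD of compounds lying within the high and low control bounds, cut at about 19% in these data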;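 note: 0% = median of test compound wells and 100% = no enzyme DMSO wells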
* marks the source's active call; other numbers are inactive results; i = inactive; nt = not tested or not shown. Rows are unselected. Share with any hit: about 6.6%.

SMILES	DAX1 inh-1	hcDAF-12 act	FXN GAA850 act	ADAM10 inh	NPR2 activator	GC-A act	hgDAF-12 ag	DAX1 inh-2	ssDAF12 agonist	SMARCA2 activ	sPLA2-III inh
O=C(Cn1cncn1)c1ccccc1Br	-0.1	0.3	-0.8	4	-5	2	-0.7	0.9	-1.6	0	-19
COc1ccccc1N1CCN(C(=O)CSc2nnc(NC(=O)C3CCC3)s2)CC1	-0.3	-0.6	-1.1	1	-1	-2	-0.1	-0.2	-0.8	0	3
COc1ccc(Nc2nc(N)nc(CSCCO)n2)cc1	-0.1	1.4	3.6	-1	1	3	2.5	1.2	-0.3	2	2
CCC(=O)NC(=S)Nc1ccc(S(=O)(=O)N2CCN(C)CC2)cc1	-0.4	-2.1	0.7	4	2	-1	-0.2	-0.3	-1.1	2	3
Cc1onc(-c2c(Cl)cccc2Cl)c1C(=O)NCCc1ccncc1	0.2	-0.6	-0.4	5	-1	-5	-0.6	0.5	-0.9	4	1
CC(C)CCNC(=O)CN(CCN1CCOCC1)C(=O)Cn1nnc(-c2ccc(F)cc2)n1	-0.4	-0.8	-0.3	0	-1	5	0.6	-0.2	-1.2	4	-4
O=[N+]([O-])c1ccc(/C=N/Nc2ccccn2)cc1	-0.2	-1.0	4.1	11	-4	-1	3.8	2.1	-0.9	2	4
Cc1c(Cl)c([N+](=O)[O-])nn1CC(=O)Nc1c(C)n(C)n(-c2ccccc2)c1=O	-0.7	-0.2	1.4	2	2	2	1.6	1.4	-1.7	1	-2
COc1ccc(C(c2nnnn2Cc2ccccc2)N2CCN(C/C=C/c3ccccc3)CC2)cc1 (stereo not given)	-0.9	2.6	nt	24*	2	-4	-2.7	nt	-0.9	-8	-14
O=C(COC(=O)c1ccccc1C(=O)c1ccc(Cl)c([N+](=O)[O-])c1)NC1CC1	0.2	0.8	1.6	-1	-9	-28	-2.3	0.2	-1.1	-10	-1
Cc1ccc2[nH]c(=O)c(C(c3nnnn3CC3CCCO3)N3CCc4ccccc4C3)cc2c1 (stereo not given)	1.0	2.2	0.6	-69	-3	0	2.2	1.0	-0.6	1	-2
O=S1(=O)c2c(cccc2N2CCC[C@@H]2CO)OCCCN1C1CC1	-1.4	-0.8	nt	0	6	0	-1.9	nt	-0.9	0	-3
Cc1ccc(C(c2sc3nc(C)nn3c2O)N2CCOCC2)cc1 (stereo not given)	-0.5	-0.4	-0.9	3	3	2	-0.8	0.1	-1.1	-1	-1
CC12CCC(=O)N1C(C(=O)NNC(=O)c1ccccc1F)CS2 (stereo not given)	0.4	0.1	-0.2	-5	5	4	-1.9	0.4	-1.2	-3	6
CC(C)(C)c1ccc(/C=C/C(=O)NCCCn2ccnc2)cc1	0.4	-0.4	1.8	1	-2	0	3.9	0.3	-1.2	0	-22

Sorted by molar mass (low to high): part of the list above.
SMILES	DAX1 inh-1	hcDAF-12 act	FXN GAA850 act	ADAM10 inh	NPR2 activator	GC-A act	hgDAF-12 ag	DAX1 inh-2	ssDAF12 agonist	SMARCA2 activ	sPLA2-III inh
O=[N+]([O-])c1ccc(/C=N/Nc2ccccn2)cc1	-0.2	-1.0	4.1	11	-4	-1	3.8	2.1	-0.9	2	4
COc1ccc(Nc2nc(N)nc(CSCCO)n2)cc1	-0.1	1.4	3.6	-1	1	3	2.5	1.2	-0.3	2	2
CC(C)(C)c1ccc(/C=C/C(=O)NCCCn2ccnc2)cc1	0.4	-0.4	1.8	1	-2	0	3.9	0.3	-1.2	0	-22
O=S1(=O)c2c(cccc2N2CCC[C@@H]2CO)OCCCN1C1CC1	-1.4	-0.8	nt	0	6	0	-1.9	nt	-0.9	0	-3
Cc1onc(-c2c(Cl)cccc2Cl)c1C(=O)NCCc1ccncc1	0.2	-0.6	-0.4	5	-1	-5	-0.6	0.5	-0.9	4	1
CC(C)CCNC(=O)CN(CCN1CCOCC1)C(=O)Cn1nnc(-c2ccc(F)cc2)n1	-0.4	-0.8	-0.3	0	-1	5	0.6	-0.2	-1.2	4	-4

The list continues:
SMILES	DAX1 inh-1	hcDAF-12 act	FXN GAA850 act	ADAM10 inh	NPR2 activator	GC-A act	hgDAF-12 ag	DAX1 inh-2	ssDAF12 agonist	SMARCA2 activ	sPLA2-III inh
O=C(CCCN1C(=O)/C(=C/c2cccs2)SC1=S)Nc1ccc(O)cc1	-0.7	-2.5	-3.8	17	1	-10	1.4	-0.3	-1.5	-1	-20
O=C(Nc1sc2c(c1C(=O)O)CCCCC2)c1ccccc1F	-0.9	-0.6	-1.4	-8	6	0	1.5	1.2	-0.1	5	-2
CCCc1n(CC(O)COCc2ccccc2)c2ccccc2[n+]1C (stereo not given)	0.4	0.5	1.8	-4	0	-1	1.3	2.6	-1.2	-2	2
O=[N+]([O-])c1cccc(-c2nnc3n2CCCCC3)c1	-0.2	-0.9	-2.4	-3	6	0	0.0	1.3	-0.6	1	3
C=CCn1c(C)nnc1SCC(=O)Nc1nccs1	0.3	-0.8	0.2	-6	2	0	2.2	0.1	-0.8	1	-1
Cc1cc(OC(=O)CNC(=O)OC(C)(C)C)c2c(C)cc(=O)oc2c1	-0.9	-1.6	0.3	-5	-7	-3	2.3	1.3	-1.2	-1	-1
O=c1[nH]c(-c2ccccc2)nnc1-c1ccccc1	0.8	1.2	3.0	0	0	2	4.7	2.1	-1.0	1	4
CCN(CC(=O)Nc1c(Cl)cccc1Cl)C(=O)C1CCN(c2ncnc3sc(C)c(C)c23)CC1	-1.8	-1.9	0.8	-2	3	0	-0.1	-0.1	-1.3	-1	-3
CN(c1ccccc1)S(=O)(=O)c1cccc(C(=O)Nc2nccs2)c1	-0.2	-1.2	1.3	-1	-6	-6	-3.3	-1.9	-1.4	-2	-8
Cc1cccn2c(=O)c(/C=C3\SC(=S)NC3=O)c(NCCCN3CCOCC3)nc12	-0.8	-2.2	3.9	-446	-1	6	-2.5	-0.4	-0.6	5	-3
CCOc1ccc(/C=C2\SC(=S)N(CCC(=O)O)C2=O)cc1	-1.7	-7.8	-14	3	-5	-3	-13	-2.9	-3.7	-11	4
CCCc1cc(=O)oc2c(C)c(OCC(=O)NC3CCN(Cc4ccccc4)CC3)ccc12	-2.9	-3.2	0.6	-34	-6	-7	3.1	0.7	-1.4	0	-9
Cc1[nH]n(-c2ccccc2)c(=O)c1/C=N/N1C(=O)c2ccc3c4c(ccc(c24)C1=O)CC3	1.6	1.5	1.0	-69	0	0	-2.1	1.1	-1.0	-2	17
COCCCn1c(=O)c2ccccc2n(Cc2cccc(C)c2)c1=O	0.1	-2.0	-1.5	6	-4	-1	-0.5	-0.9	-1.5	0	-1
COc1ccc(C2SCC(C(=O)O)N2C(C)=O)cc1OC (stereo not given)	0.0	4.2	0.5	-4	1	-1	0.4	8.4*	-1.4	6	-1
Cn1cnnc1SCC(=O)Nc1ccccc1Sc1ccccc1	0.5	-2.1	0.5	3	3	1	4.7	-0.8	-1.0	1	-7
CC(C)C(OC(=O)c1ccccc1)c1nccc2ccccc12 (stereo not given)	0.9	4.8	3.2	4	-4	-5	4.1	4.2*	-0.5	4	-13
CC(=O)Oc1ccc(C(=O)Nc2ccc3c(c2)C(=O)N(CCC(=O)O)C3=O)cc1	1.2	0.1	0.3	i	3	8	-0.3	0.6	-1.3	-3	0
Cc1ccccc1OCCn1c(S(=O)(=O)O)nc2c(N)ncnc21	0.8	-1.8	-0.5	-17	0	6	1.7	0.5	-0.3	-2	12
Cc1cc(C(F)(F)F)nc(-n2cc(-c3cccc(N)c3)nn2)n1	-0.6	-0.4	1.7	-5	2	-2	1.3	-0.7	-1.7	3	3
COc1cccc(Nc2nc(C(N)Cc3ccc(F)cc3)cs2)n1 (stereo not given)	-2.0	-1.4	-0.8	-5	-17	-31	-2.9	nt	-1.6	-6	18
Cc1sc2nc(-c3ccccn3)[nH]c(=O)c2c1-c1ccccc1	-0.7	-1.7	1.5	-112	12	8	-0.7	-0.2	-1.4	0	7
Cc1cc(NC(=O)c2cc(-c3ccc4c(c3)OCO4)on2)n(-c2ccccc2)n1	0.4	-2.5	1.4	-5	-7	-5	-0.7	0.2	-1.8	-2	2
CC(C)c1ccc(C(CC(=O)c2ccc(Cl)cc2)C(=O)O)cc1 (stereo not given)	-0.7	-1.3	-3.5	3	-4	-2	-2.1	2.0	-0.8	-4	-17
O=C(NCCc1c[nH]c2ccccc12)c1cc([N+](=O)[O-])cc([N+](=O)[O-])c1	0.1	5.2	-1.4	2	-1	2	-0.6	-1.1	0.9*	0	-38
O=C(OCC(=O)N(Cc1ccccc1)Cc1ccccc1)c1cccc(O)c1	-0.9	1.3	-0.7	-3	2	-4	-1.5	1.1	-0.9	-3	-10
Nc1nc(C2CCCN2S(=O)(=O)c2ccc(Cl)cc2)cs1 (stereo not given)	0.2	3.9	-0.3	7	3	-6	-0.2	-1.4	-0.6	-1	1
